Compound activity as filed in PubChem BioAssay.
AmpC no deterg = blocks E. coli AmpC beta-lactamase in detergent-free assay | AmpC nitrocefin hydrolysis, absorbance 480 nm, 0.0001% Triton | Potency, µM (series often up to 57.1 µM), for inactives: at the highest dose activity change, negative = inhibition, usual class: inhibitors | 330,000 compounds, 0.52% hits;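 note: potency is the fitted concentration of half-maximal effect; plate controls were no compound for no effect and no enzyme for full effect; nearly all actives have a fitted effect of over 20% in size; some results filed as inactive show a strong effect at the top dose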
Target sequence (P00811 whole entry, looked up): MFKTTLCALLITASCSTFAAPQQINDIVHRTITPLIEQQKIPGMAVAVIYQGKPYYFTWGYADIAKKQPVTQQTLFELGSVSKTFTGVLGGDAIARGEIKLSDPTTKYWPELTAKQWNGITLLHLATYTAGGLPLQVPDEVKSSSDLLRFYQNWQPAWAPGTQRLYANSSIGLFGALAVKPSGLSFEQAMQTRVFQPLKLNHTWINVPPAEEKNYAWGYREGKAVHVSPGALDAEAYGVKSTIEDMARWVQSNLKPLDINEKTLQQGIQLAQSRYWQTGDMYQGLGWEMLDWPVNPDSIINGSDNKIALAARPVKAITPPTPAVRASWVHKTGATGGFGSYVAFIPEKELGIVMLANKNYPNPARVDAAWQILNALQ
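20 mM phosphate pH 7.0 + 0.01% (detergent screen) or 0.0001% Triton X-100; 5.3 nM AmpC reagent; cpd preinc 15 min RT; nitrocefin (800 uM stock) to start; A480 q20 s × 4 min; Activity was normalised to no-enzyme and no-compound control wells.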
LmPK inhibitor = blocks Leishmania mexicana pyruvate kinase activity. AID 1721. Q27686. purified LmPK, Kinase-Glo ATP luminescence, 1 h. Potency, µM (top dose mostly 57.5 µM), for inactives: at the top dose activity change, negative = inhibition, hits mostly inhibitors. 290,000 compounds, 0.37% hits; note: potency is the fitted concentration of half-maximal effect
Target sequence (Q27686 whole entry, looked up): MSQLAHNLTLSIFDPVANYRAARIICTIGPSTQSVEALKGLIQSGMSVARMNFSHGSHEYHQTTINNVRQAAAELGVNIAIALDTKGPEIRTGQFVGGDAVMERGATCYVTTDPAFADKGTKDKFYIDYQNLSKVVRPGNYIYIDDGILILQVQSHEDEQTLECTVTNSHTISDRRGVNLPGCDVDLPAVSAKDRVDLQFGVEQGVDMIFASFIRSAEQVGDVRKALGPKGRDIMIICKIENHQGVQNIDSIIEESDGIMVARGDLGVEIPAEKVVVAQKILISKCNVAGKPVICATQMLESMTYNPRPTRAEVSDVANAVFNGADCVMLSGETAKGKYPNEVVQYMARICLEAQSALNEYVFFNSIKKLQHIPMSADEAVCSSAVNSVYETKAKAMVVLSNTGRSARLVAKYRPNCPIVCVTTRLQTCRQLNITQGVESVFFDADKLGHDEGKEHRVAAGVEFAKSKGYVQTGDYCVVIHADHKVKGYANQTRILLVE
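Screened at intermediate enzyme activity to detect both inhibitors and activators: LmPK at 0.1 nM, with a 0.5 nM enzyme column as activation reference. PEP 0.5 mM, ADP 0.1 mM; ATP detected by luminescence after 1 h.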
TbPYK inhibitor = inhibitors of Trypanosoma brucei pyruvate kinase; Q57TT1; TbPYK enzyme, Kinase-Glo Plus ATP luminescence, 45 min; Potency, µM (titrated, usually from 76.8 µM), inactives show at the top dose activity, negative = inhibition, usual class: inhibitors; 410,000 compounds, 0.12% hits; note: potency is the fitted concentration of half-maximal effect; nearly all actives have a fitted effect of over 50% in size
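Screened from lowest to highest concentration, compounds were pinned into TbPYK/substrate mixtures, and ADP (130 uM final) was added. Plates sat at room temperature for 45 min prior to Kinase-Glo Plus detection by luminescence.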
HCMV inh = blocks human cytomegalovirus replication; HFF cells, HCMV-luciferase reporter, 72 h; hits give low values; activity change, negative = inhibition, % at 57.5 µM; 410,000 compounds, 4.5% hits; AID 1259415; in the data active = activity change below about -60%; inconclusive = no clear call, values can overlap the other calls; inactive = above about -39%
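After 16 h attachment at 37C, HFF cells received test compound and HCMV-luciferase (1 PFU/cell); reporter luminescence read 72 h later, data normalized against buffer-only and known inhibitor Salinomycin.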
Sm TGR block = inhibitors of Schistosoma mansoni thioredoxin glutathione reductase. purified TGR, DTNB reduction, TNB absorbance 405 nm. Potency, µM (highest dose often 114 µM), for inactives: at the top dose activity change, negative = inhibition, actives largely listed as inhibitors. 360,000 compounds, 3% hits; note: potency is the fitted concentration of half-maximal effect; nearly all actives have a fitted effect of over 60% in size
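First, TGR (20 nM dispensed) and NADPH were mixed with compound. Second, a 15 min room-temperature incubation followed. Third, further NADPH and then DTNB were added to start the reaction. Finally, TNB absorbance was monitored kinetically.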
AmpC inh detg = AmpC beta-lactamase inhibition with detergent present; 370,000 compounds, 0.041% hits; P00811; Potency, µM (highest dose often 114 µM), for the others: at the highest dose activity change, negative = inhibition, hits mostly inhibitors; AID 485294; AmpC hydrolysis of nitrocefin, absorbance 480 nm, 0.01% Triton;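 note: potency is the fitted concentration of half-maximal effect; 0% = no-compound wells and -100% = no-enzyme wells; nearly all actives have a fitted effect of over 25% in size; some results filed as inactive show a strong effect at the top dose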
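20 mM phosphate pH 7.0 + 0.01% (detergent screen) or 0.0001% Triton X-100; 5.3 nM AmpC reagent; cpd preinc 15 min RT; nitrocefin (800 uM stock) to start; A480 q20 s × 4 min; Activity was normalised to no-enzyme and no-compound control wells.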
AMA1-RON2 inh = disrupts binding of P. falciparum AMA1 to RON2. AID 720542. AlphaScreen AMA1-biotinylated RON2 peptide binding. 360,000 compounds, 0.2% hits. Potency, µM (top dose mostly 58.2 µM), for the others: top-dose activity change, negative = inhibition, usual class: inhibitors;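 note: potency is the fitted concentration of half-maximal effect; 0% = vehicle wells and -100% = peptide control; nearly all actives have a fitted effect of over 45% in size; some results filed as inactive show a strong effect at the top dose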
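AMA1 (3D7) with his tag at 25 nM final met compounds first, then biotinylated RON2 peptide at 25 nM; detection used donor plus acceptor beads, 10 µg/mL apiece, read by AlphaScreen after 30 min at room temperature.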
Starred values were filed as active, the others as inactive; ? = inconclusive; / = not tested or not shown; & = joins results of further samples; [ ] = dose if it differs, or a comment. Unless noted, calls come from the whole dose curve; as a rule, active = well fitted curve in the direction sought with a large enough effect; inconclusive = small, poorly fitted or top-dose-only effect, or another doubt; inactive = no such curve, though single readings can be large; an effect the other way counts as inactive or inconclusive. Unless noted, % is set by controls: 0 for no effect and ±100 for the full control effect.

SMILES	AmpC no deterg	LmPK inhibitor	TbPYK inhibitor	HCMV inh	Sm TGR block	AmpC inh detg	AMA1-RON2 inh
COc1ccc2[nH]c(=O)c(CN(C(C)=O)C3CCCCC3)cc2c1	-17%	0%	-7%	?	4%	-17%	41%[activator]
CCCCC1=CC2=C(c3ccco3)C(=O)C(C)(OC(=O)c3ccc(OC)cc3)C(=O)C2=CN1c1ccc(OC)cc1 (stereo not given)	-4%	0%[11.5 µM]	-5%	-15	3%	0%	?
CN(C)c1ccccc1-c1csc(N2CCC(C(N)=O)CC2)n1	2%&75%	/	-18%	83	2%	?	/
CC(=O)NC(c1ccc(C)cc1)c1cc(Cl)c2cccnc2c1O (stereo not given)	-15%	0%	-4%	-102*	-7%	-15%	84%[activator]
O=C(NCCS(=O)(=O)N1CCN(c2ccccc2F)CC1)c1ccccc1C(F)(F)F	/	/	5%	45	?	1%	/
COc1ccc(CC(=O)NCC(c2ccc(Cl)cc2)N2CCOCC2)cc1 (stereo not given)	/	/	2%	8	-1%	-6%	/
COCCCNc1oc(-c2ccccc2F)nc1C#N	-24%	-3%	-3%	14	4%	-13%	2%
CC(=O)N1CCc2cc(C(=O)CN3CCN(C(=O)c4ccco4)CC3)ccc21	29%	6%	-11%	/	14µM*	2%	4%
O=C(NCc1ccco1)C1CCN(C(=O)N2CCOc3ccc(Cl)cc32)CC1	/	/	-2%	-5	-3%	13%	/
COc1ccc2[nH]c3c(c(=O)c2c1)CCCC3	/	/	1%	-26	/	/	-1%
Cc1cccc(NC(=O)Cn2c(=O)oc3ccccc32)n1	-13%	0%	3%	3	-3%	3%	17%
Cc1cccc(N2CN(Cc3cccnc3)CNC2=S)c1	-15%	-1%	2%	-2	0%	-10%	3%
COC(=O)CCC(=O)Nc1ccc(NC(C)=O)cc1	-7%	-2%	-4%	5	1%	?	-4%
CCOc1ccc(-c2cc3nc(C4CCN(C(=O)OC(C)(C)C)CC4)c(C(=O)Nc4cc(OC)ccc4OC)cn3n2)cc1	/	/	-6%	12	0%	2%	/
O=C(NCc1ccco1)C1CCC(CNS(=O)(=O)c2cccc3cccnc23)CC1 (stereo not given)	-2%	9%	-2%	-8	0%	?	-9%
CN(NC(=O)CN1C(=O)c2ccccc2C1=O)C1=NS(=O)(=O)c2ccccc21	-21%	0%	2%	-27	-2%	-12%	20%
N#C/C(C(=O)N1CCOCC1)=C1\Nc2ccccc2S1	-5%	-8%	-11%	26	-1%	4%	-4%
COc1ccc(N(CC(=O)Nc2cccnc2)S(=O)(=O)c2ccccc2)cc1Cl	-33%	3%	-2%	10	2%	-6%	-22%
COc1ccc(CCNC(=O)c2noc3c2CCCC3)cc1OC	13%	-5%	-10%	28	-1%	-1%	-5%
CN(C(=O)c1ccccc1C(=O)OCC(=O)NC(=O)NC(C)(C)C)C1CCCCC1	65%[activator]	9%	-8%	25	-2%	0%	9%

The list goes on (2 carried over from the part before).
SMILES	AmpC no deterg	LmPK inhibitor	TbPYK inhibitor	HCMV inh	Sm TGR block	AmpC inh detg	AMA1-RON2 inh
COc1ccc(CCNC(=O)c2noc3c2CCCC3)cc1OC	13%	-5%	-10%	28	-1%	-1%	-5%
CN(C(=O)c1ccccc1C(=O)OCC(=O)NC(=O)NC(C)(C)C)C1CCCCC1	65%[activator]	9%	-8%	25	-2%	0%	9%
C=CCC1NS(=O)(=O)OC2CCCC12 (stereo not given)	-7%	-2%	3%	-3	-2%	-11%	-3%
Cc1ccc(C(=O)N2CCc3cc(CNC(=O)c4ccccc4F)ccc32)cc1	/	/	8%	1	-4%	-3%	/
COc1cc(/C=C2\CCC(C)C3=C(c4cc(OC)c(OC)c(OC)c4)C(C#N)=C(N)OC32)cc(OC)c1OC (stereo not given)	/	/	-5%	54	/	/	2%
C/C(N)=C(/C#N)C(=O)CSc1cc(C)c2ccccc2n1	-3%[2.29 µM]	0%	0%	54	8%	2%	2%
CCn1c(C)nc2cc(C(=O)N/N=C/c3ccc(OC)cc3)ccc21	-29%	1%	1%	-31	8%	?	-7%
O=C(Nc1nc(-c2ccc3c(c2)Cc2ccccc2-3)cs1)c1ccccc1	-22%	-2%	-14%	-29	-13%	-15%	-5%
Cc1nn(C(C)C(=O)N2CCOCC2)c(C)c1[N+](=O)[O-] (stereo not given)	-9%	-2%	-12%	8	-10%	-9%	-7%
COc1ccc(NC(=O)CCC(=O)Nc2nnc(C(C)C)s2)cc1Cl	-25%	4%	0%	21	?	-9%	16%
CC1C2(C)OC(=N)C(C#N)(C(C)O2)C1(C#N)C#N (stereo not given)	-6%	0%	-9%	/	?	-5%	0%
COc1ccc(S(=O)(=O)c2c(O)c(C)cc(NC(=O)c3ccccc3)c2C(C)C)cc1	/	/	-8%	-63*	4%	-1%	/
COc1ccc(C(=O)NN2C(=S)N(c3ccc(OC)cc3)C(=O)C2CC(N)=O)cc1 (stereo not given)	14%	4%	-3%	-1	-1%	-7%	66%[activator]
CCOC(=O)NC(CC(=O)O)c1ccc(OCC)cc1 (stereo not given)	-21%	0%	-4%	13	2%	?	-7%
COc1ccc(-c2oc3cccnc3c2C#CC2(O)CCCCC2)cc1	117%[activator]	0%	-3%	6	-26%	-6%	2%
O=C(CCCOc1ccc(Br)cc1)NCCc1ccc(OC(F)F)cc1	0%	-1%	0%	-16	0%	4%	22%
O=S(=O)(Nc1ccc(O)c2ccccc12)c1ccc(F)cc1	/	/	-8%	26	/	/	-30%
CC1(C)CC(=O)c2sc(NS(C)(=O)=O)nc2C1	/	-2%	-6%	7	0%	-6%	-9%
CC(C)(C)n1nnnc1C(c1ccccc1)N1CCN(c2ccc(F)cc2)CC1 (stereo not given)	/	/	0%	-12	/	/	-12%
O=C(CCSc1ccccc1)N1CCN(c2ccccc2F)CC1	18%	5%	-6%	72	6%[57.1 µM]	0%	0%
CN(CC(=O)Nc1ccc2c(c1)OCO2)S(=O)(=O)c1ccc2c(c1)CCC(=O)N2	-14%	1%	0%	5	-11%	-2%	-8%
CC1CN(C(=O)C(C)N2CCN(c3ccccc3Cl)CC2)CC(C)O1 (stereo not given)	24%	9%	-3%	2	-4%	-5%	-4%
CC(C)NC(=O)N(C)C[C@@H]1Oc2c(NC(=O)C3CCOCC3)cccc2C(=O)N([C@@H](C)CO)C[C@H]1C	-12%	/	-3%	13	/	/	12%
O=C(c1ccccc1)c1ccc(N2CCNCC2)cc1	-18%	-6%	/	/	?	-15%	/
CC(NC(=O)Cn1cccc1)c1ccccc1 (stereo not given)	-2%	6%	4%	3	-21%	0%	-8%
COC(=O)[C@]12CCCCC=C1N(Cc1ccco1)C(=O)[C@H](CC(=O)NCC13CC4CC(CC(C4)C1)C3)C2	/	/	-5%	48	/	/	-4%
O=c1[nH]c2ccccc2n1C1CCN(C(c2cc3ccccc3o2)c2nnnn2Cc2ccccc2)CC1 (stereo not given)	/	/	-3%	-101*	/	/	-4%
O=C1CN(C(=O)CSc2nc3ccccc3c(=O)n2CCCN2CCOCC2)c2ccccc2N1	56%	4%	10%	-35	0%	-1%	-2%
N#Cc1ccc(S(=O)(=O)NC2CC2)cc1	-17%	0%	3%	-25	-10%	-9%	33%[activator]
CC1(C)CC(=O)C(C(c2cccc([N+](=O)[O-])c2)C2C(=O)CC(C)(C)CC2=O)C(=O)C1	-11%	2%	-3%	-16	?	-12%	-5%
COc1ccc(NC(=O)CSCC(=O)Nc2nnc(CC(C)C)s2)cc1	17%	/	0%	-19	-8%	-1%	2%
O=C(O)c1nn(-c2ccccc2)nc1-c1nn(-c2ccccc2)nc1C(=O)O	-11%	3%	-9%	-1	4%	4%	18%
COc1ccc(/C=N/n2c(N)c(S(=O)(=O)c3cccs3)c3nc4ccccc4nc32)cc1OC	-20%	2%	/	-88*	-2%	-4%	12%
Cc1ccn2c(c1)nc(=O)c1cc(S(=O)(=O)N3CCC(C)CC3)c(Cl)cc12	/	/	0%	7	-4%	2%	/
CSc1ccccc1NC(=O)CN(Cc1ccccc1)S(C)(=O)=O	40%	6%	-1%	95	0%	4%	1%
COc1ccc(CNC(=O)c2c(Nc3ccc(OC)cc3OC)sc(C(=O)c3ccc(Cl)cc3)c2N)cc1	/	/	3%	1	5%	1%	/
O=C1CC(c2nnc(Cc3ccc(F)cc3Cl)o2)CN1c1ccccc1 (stereo not given)	/	/	-7%	-1	-5%	-5%	/
CCOC(=O)C1CCCN(C(=O)c2sc3nc(-c4ccccc4)cn3c2C)C1 (stereo not given)	58%	1%	-3%	25	-27%	-12%	-3%
O=C(NC(=S)Nc1ccccc1N1CCCCC1)c1ccccc1	-17%	0%	8%	-19	18%	11%	48%[activator]
C/C(=N\NC(=O)c1ccco1)c1cc(Cl)sc1Cl	-7%	-9%	3%	-13	-24%	1%	-3%
Cc1c([N+](=O)[O-])cc(S(=O)(=O)Nc2ccncc2)cc1[N+](=O)[O-]	-17%	6%	-2%	11	-1%	0%	-5%
CCN(CC)C(=O)c1nn(Cc2ccccc2)c(=O)c2ccccc12	4%	-8%	-7%	16	-10%	?	0%

Pulled by compound from the list above, three records:
SMILES	AmpC no deterg	LmPK inhibitor	TbPYK inhibitor	HCMV inh	Sm TGR block	AmpC inh detg	AMA1-RON2 inh
COc1ccc(CNC(=O)c2c(Nc3ccc(OC)cc3OC)sc(C(=O)c3ccc(Cl)cc3)c2N)cc1	/	/	3%	1	5%	1%	/
COc1ccc(-c2oc3cccnc3c2C#CC2(O)CCCCC2)cc1	117%[activator]	0%	-3%	6	-26%	-6%	2%
CC(=O)NC(c1ccc(C)cc1)c1cc(Cl)c2cccnc2c1O (stereo not given)	-15%	0%	-4%	-102*	-7%	-15%	84%[activator]

More compounds:
SMILES	AmpC no deterg	LmPK inhibitor	TbPYK inhibitor	HCMV inh	Sm TGR block	AmpC inh detg	AMA1-RON2 inh
O=C(Nc1ccccc1C(=O)Nc1nnc(C(F)(F)F)s1)c1ccccc1Cl	-41%	0%	-6%	-103*	10%	-14%	0%
COCCNC(=S)NCCc1ccc(Cl)cc1Cl	-8%	11%	-6%	-9	-5%	10%	1%
CCC1C2Cc3ccc(O)cc3C1(CC)CCN2C (stereo not given)	/	/	-27%	-2	/	/	6%
COc1ccc(-c2oc3ccc(-c4cc(OC)c(OC)c(OC)c4)cc3c2-c2ccc(OC)cc2)cc1	/	/	-1%	-6	/	/	-4%
Cc1ccc(CNC(=O)COC(=O)CCCOc2ccc(Cl)cc2Cl)cc1	11%	-3%	-9%	?	-13%	-11%	2%
C=CCSC1=C(C#N)C(c2ccccc2OC)CC(=O)N1 (stereo not given)	-35%	3%	-8%	-9	-4%	-6%	17%
